Screening data: PubChem, several laboratories
sdo1 growth: compounds rescuing growth of sdo1-depleted yeast, bone marrow failure model; S. cerevisiae sdo1-depleted JHY4D growth rescue, OD600 30 h; active compounds read high; pdr5 snq2 efflux-pump mutant strain; z-score at 10 µM; actives 0.21% (n = 140,000); AID 817;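 active = z-score above 3 at both the 24 hr and the 30 hr optical density reads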;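 also: z-score against mean and SD of all compound wells on the same plate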
Insulin prom inh: TRM-6 insulin promoter activity inhibition; TRM-6 cells (human fetal islet line), insulin promoter-eGFP reporter, imaging; reporter expression induced with tamoxifen; inhibition, % at 2 µM; actives 0.9% (n = 130,000); AID 1273;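 active = inhibition above the mean plus 3 SD, with well images judged a real hit on visual review, cut at about 60% in these data, passing the limit was not always enough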
sdo1 growth Rescue 24 h: second read-out of sdo1 growth, no call of its own (marks repeat the call); z-score; S. cerevisiae sdo1-depleted JHY4D growth rescue, OD600; measured here: growth rescue at 24 h;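 0 is the plate mean of compound wells and units are plate SD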
An asterisk follows results filed as active; / = no result given.

| nr | sdo1 growth | Compound | sdo1 growth Rescue 24 h | Insulin prom inh |
| --- | --- | --- | --- | --- |
| 1 | -0.22 | CC(OC(=O)C1CCN(S(=O)(=O)c2ccccc2)CC1)C(=O)Nc1ncc(Cl)cc1Cl (stereo unspecified) | -0.73 | / |
| 2 | -0.45 | CCCCOC(=O)c1[nH]c2c(c1C)C(=O)CC(c1cc(OC)c(OC)c(OC)c1)C2 (stereo unspecified) | -0.18 | 57 |
| 3 | 0.29 | CCOC(=O)c1cc(NC(=O)Nc2nccs2)c(C)nc1C | -0.02 | 13 |
| 4 | 0.19 | CCCCCc1c(C)nc(SCC(=O)O)[nH]c1=O | -0.51 | -31 |
| 5 | 0.2 | Cc1ccc(/C=N/N=C/c2ccc(C)s2)s1 | -0.46 | 3 |
| 6 | 1 | CC(=O)c1cn(CCCCCCCCCCn2cc(C(C)=O)c(=O)[nH]c2=O)c(=O)[nH]c1=O | 0.34 | / |
| 7 | -1.2 | CCOc1ccc(C(CCc2ccccc2)NC(=O)c2ccccc2F)cc1OCC (stereo unspecified) | -0.71 | -29 |
| 8 | 0.5 | Cc1nc2ccccn2c1/C(O)=C1\C(=O)C(=O)N(CCN2CCOCC2)C1c1ccncc1 (stereo unspecified) | 0.13 | 42 |
| 9 | -0.21 | COc1ccc(CC(=O)NC(c2ccccc2)c2ccccc2)cc1S(=O)(=O)N1CCOCC1 | -0.71 | -24 |
| 10 | -0.16 | O=C(CN1CCN(S(=O)(=O)c2ccc(Br)cc2)CC1)N/N=C/c1ccc(Cl)c([N+](=O)[O-])c1 | -0.15 | / |
| 11 | / | Clc1ccccc1Cn1nnc(-c2ccccc2)n1 | / | -25 |
| 12 | -0.45 | Cc1cccc(N2CCN(S(=O)(=O)c3cccc4nonc34)CC2)c1C | -0.86 | / |
| 13 | -0.58 | CCOC(=O)c1cnn(CCOC(=O)c2ccc(F)cc2)c1NC(=O)c1ccc(F)cc1 | -1.3 | 44 |
| 14 | 1.3 | COC(=O)CNC(=O)C1CCCN1C(=O)CNC(=O)OC(C)(C)C (stereo unspecified) | 0.71 | 29 |
| 15 | -1.2 | COc1ccc(N2CCN(C(c3ccccc3OC)c3nnnn3Cc3ccco3)CC2)cc1 (stereo unspecified) | -1.2 | / |
| 16 | 1.5 | Cc1ccsc1-c1nc(CSCC(=O)NCCN2CCCC2)c(C)o1 | 1.2 | / |
| 17 | 0.52 | CCOC(=O)C1C(=O)C=C(c2cccc(NS(C)(=O)=O)c2)CC1c1ccco1 (stereo unspecified) | 0.13 | 19 |
| 18 | -0.79 | CC(=O)Oc1ccc(C(c2ccc(OC(C)=O)cc2)c2ccccn2)cc1 | -0.67 | -9 |
| 19 | 0.97 | C=CCn1c(COc2ccc(CC)cc2)nnc1SCC(=O)N(C)C1CCS(=O)(=O)C1 (stereo unspecified) | 0.09 | 7 |
| 20 | / | CN(C)CCN1C(=O)C2C3C=CC(C3)C2C1=O (stereo unspecified) | / | -6 |

Some of the entries above in another layout:
#8 Cc1nc2ccccn2c1/C(O)=C1\C(=O)C(=O)N(CCN2CCOCC2)C1c1ccncc1 (stereo unspecified)
  sdo1 growth: 0.5	sdo1 growth Rescue 24 h: 0.13	Insulin prom inh: 42

#6 CC(=O)c1cn(CCCCCCCCCCn2cc(C(C)=O)c(=O)[nH]c2=O)c(=O)[nH]c1=O
  sdo1 growth: 1	sdo1 growth Rescue 24 h: 0.34	Insulin prom inh: /

Going on with the list.
| nr | sdo1 growth | Compound | sdo1 growth Rescue 24 h | Insulin prom inh |
| --- | --- | --- | --- | --- |
| 21 | -0.42 | COc1ccc(CNC(=O)CNS(=O)(=O)c2ccc(Cl)cc2)cc1 | -0.48 | -62 |
| 22 | 0.36 | Cn1cccc1Cc1nnc(SCC(N)=O)n1-c1ccc(F)cc1 | 0.3 | / |
| 23 | 0.79 | CCc1ccccc1N/C(=N\S(=O)(=O)c1ccccc1)C(F)(F)F | 0.68 | -21 |
| 24 | 0.61 | CCC(Cc1ccccc1)NC(=O)CN(C)S(=O)(=O)c1ccc2c(c1)c(=O)n(C)c(=O)n2C (stereo unspecified) | 0.24 | / |
| 25 | 0.25 | O=[N+]([O-])c1ccc(N2CCCC2)cc1N1CCCC1 | -0.29 | -10 |
| 26 | -1.2 | Cc1cc(C)nc(N2CCC(C(=O)Nc3ccc(Oc4ccccc4)cc3)CC2)n1 | 0.28 | -39 |
| 27 | 0.53 | COCCOC(=O)C1=C(C)Nc2cc(=O)[nH]c(=O)n2C1c1cccc([N+](=O)[O-])c1 (stereo unspecified) | 0.07 | 38 |
| 28 | -0.27 | CCCNc1nc2c(c(=O)n(C)c(=O)n2C)n1Cc1ccc(F)cc1 | -0.07 | / |
| 29 | 0.93 | S=c1nccc(-c2cc(Cl)sc2Cl)[nH]1 | 0.2 | -32 |
| 30 | 1.2 | O=C(CSc1nnc(NC(=O)C2CCC2)s1)NC1CC1 | 0.84 | -11 |
| 31 | -1.3 | ClC(Br)=C(n1cnc2ccccc21)n1cnc2ccccc21 | -0.95 | -3 |
| 32 | 0.44 | CCNC(=S)Nc1cc(OCC)c(NC(=O)c2cccs2)cc1OCC | 0.17 | 34 |
| 33 | / | O=C(NCCN1CCOCC1)c1sc2ccccc2c1Cl | / | 45 |
| 34 | -0.97 | Cc1nc(NC(=O)COc2ccccc2)sc1C(=O)Nc1ccccc1 | -0.2 | -4 |
| 35 | 0.87 | CC1CN(C(=O)c2cc3ccccc3oc2=O)CC(C)O1 (stereo unspecified) | 0.93 | 43 |
| 36 | / | COc1ccc(CNC(=O)COC(=O)/C=C/c2ccco2)cc1 | / | -36 |
| 37 | 1 | COc1ccc(CNC(=O)C2CCCN2S(=O)(=O)c2ccc(C)cc2)cc1 (stereo unspecified) | -1.5 | / |
| 38 | 0.15 | CC(=O)c1c(C)[nH]c(-c2ccccc2)c1C | 0.31 | 44 |
| 39 | 0.11 | N#Cc1ccccc1NC(=O)COC(=O)CCc1ccc(S(=O)(=O)N2CCCCC2)cc1 | -0.44 | / |
| 40 | / | COCc1cc(C)nc(SCC[N+](C)(C)CC(=O)c2ccccc2)c1C#N | / | -7 |

Copied from the listing (20 entries):
| nr | sdo1 growth | Compound | sdo1 growth Rescue 24 h | Insulin prom inh |
| --- | --- | --- | --- | --- |
| 18 | -0.79 | CC(=O)Oc1ccc(C(c2ccc(OC(C)=O)cc2)c2ccccn2)cc1 | -0.67 | -9 |
| 19 | 0.97 | C=CCn1c(COc2ccc(CC)cc2)nnc1SCC(=O)N(C)C1CCS(=O)(=O)C1 (stereo unspecified) | 0.09 | 7 |
| 20 | / | CN(C)CCN1C(=O)C2C3C=CC(C3)C2C1=O (stereo unspecified) | / | -6 |
| 21 | -0.42 | COc1ccc(CNC(=O)CNS(=O)(=O)c2ccc(Cl)cc2)cc1 | -0.48 | -62 |
| 22 | 0.36 | Cn1cccc1Cc1nnc(SCC(N)=O)n1-c1ccc(F)cc1 | 0.3 | / |
| 23 | 0.79 | CCc1ccccc1N/C(=N\S(=O)(=O)c1ccccc1)C(F)(F)F | 0.68 | -21 |
| 24 | 0.61 | CCC(Cc1ccccc1)NC(=O)CN(C)S(=O)(=O)c1ccc2c(c1)c(=O)n(C)c(=O)n2C (stereo unspecified) | 0.24 | / |
| 25 | 0.25 | O=[N+]([O-])c1ccc(N2CCCC2)cc1N1CCCC1 | -0.29 | -10 |
| 26 | -1.2 | Cc1cc(C)nc(N2CCC(C(=O)Nc3ccc(Oc4ccccc4)cc3)CC2)n1 | 0.28 | -39 |
| 27 | 0.53 | COCCOC(=O)C1=C(C)Nc2cc(=O)[nH]c(=O)n2C1c1cccc([N+](=O)[O-])c1 (stereo unspecified) | 0.07 | 38 |
| 28 | -0.27 | CCCNc1nc2c(c(=O)n(C)c(=O)n2C)n1Cc1ccc(F)cc1 | -0.07 | / |
| 29 | 0.93 | S=c1nccc(-c2cc(Cl)sc2Cl)[nH]1 | 0.2 | -32 |
| 30 | 1.2 | O=C(CSc1nnc(NC(=O)C2CCC2)s1)NC1CC1 | 0.84 | -11 |
| 31 | -1.3 | ClC(Br)=C(n1cnc2ccccc21)n1cnc2ccccc21 | -0.95 | -3 |
| 32 | 0.44 | CCNC(=S)Nc1cc(OCC)c(NC(=O)c2cccs2)cc1OCC | 0.17 | 34 |
| 33 | / | O=C(NCCN1CCOCC1)c1sc2ccccc2c1Cl | / | 45 |
| 34 | -0.97 | Cc1nc(NC(=O)COc2ccccc2)sc1C(=O)Nc1ccccc1 | -0.2 | -4 |
| 35 | 0.87 | CC1CN(C(=O)c2cc3ccccc3oc2=O)CC(C)O1 (stereo unspecified) | 0.93 | 43 |
| 36 | / | COc1ccc(CNC(=O)COC(=O)/C=C/c2ccco2)cc1 | / | -36 |
| 37 | 1 | COc1ccc(CNC(=O)C2CCCN2S(=O)(=O)c2ccc(C)cc2)cc1 (stereo unspecified) | -1.5 | / |

Further entries follow:
| nr | sdo1 growth | Compound | sdo1 growth Rescue 24 h | Insulin prom inh |
| --- | --- | --- | --- | --- |
| 41 | 0.4 | CC(=O)c1c(C)[nH]c(C(=O)Nc2ccc(C)c(C)c2)c1C | 1.9 | / |
| 42 | 2.3 | COc1ccc(CC(=O)Nc2ccc(C(=O)Nc3ccccc3C(=O)O)cc2)cc1OC | 0.02 | 35 |
| 43 | -0.9 | COc1cc(NC(=O)c2ccco2)c(C(=O)OCC(=O)Nc2ncc(Cl)cc2Cl)cc1OC | -0.01 | 3 |
| 44 | -0.69 | CCn1cc(Br)c(C(=O)Nc2ccc(Cl)cc2Cl)n1 | 0.98 | -33 |
| 45 | 1.9 | Cc1cc(NC(=O)CSc2cn(CCNC(=O)c3ccc(F)cc3)c3ccccc23)no1 | 0.5 | -12 |
| 46 | -0.17 | OC(C#Cc1ccccn1)c1cccs1 (stereo unspecified) | -0.69 | / |
| 47 | -0.97 | O=C(Nc1ccccc1C(=O)NCCc1ccccc1)c1ccco1 | -0.27 | 0 |
| 48 | 1.4 | CNC(=O)COc1ncnc2sc(C)c(C)c12 | 0.31 | 3 |
| 49 | 1 | O=C(O)CCCC(=O)Nc1nc(-c2ccccc2)cs1 | 0.83 | 58 |
| 50 | -0.33 | CCCCCCCCCC(=O)N/N=C/c1ccc(C)s1 | -0.19 | 22 |
| 51 | -0.46 | COCc1cc(C)nc(N/N=C/c2ccc(Cl)c(Cl)c2)c1C#N | -0.23 | -11 |
| 52 | -1.5 | Cc1ccccc1Oc1ccc(-c2nc(N)nc(N)n2)cc1 | -0.65 | 16 |
| 53 | 0.88 | COc1ccc(NC(=O)C(CCS(C)(=O)=O)NC(C)=O)cc1 (stereo unspecified) | 1.1 | -91 |
| 54 | -0.1 | O=C(OCC(=O)N1CCN(C(=O)c2ccco2)CC1)c1sc2ccccc2c1Cl | 0.07 | -45 |
| 55 | 0.26 | COCCCNC(=O)CCc1nc(-c2ccccc2)no1 | 0.24 | / |
| 56 | -1.1 | N#Cc1c(N)nc(SCc2ccccc2)c(C#N)c1-c1ccco1 | -0.03 | / |
| 57 | -0.81 | Cc1cc(C)c(NC(=O)C(C)Sc2nnc(-c3ccco3)n2-c2ccccc2)c(C)c1 (stereo unspecified) | -0.4 | / |
| 58 | 0.91 | CCC1Oc2ccccc2N(CC(=O)NCCCN2CCCCC2C)C1=O (stereo unspecified) | -0.17 | -8 |
